Screens (PubChem BioAssay)
NTMT1 inhibitor: NTMT1 methyltransferase inhibition | Potency, µM (titrated, usually from 114 µM), for the others: at the top dose activity change, negative = inhibition, actives largely listed as inhibitors | NTMT1 MTase-Glo SAH luminescence, purified enzyme | Q9BV86 | 2.5% of 59,000 active;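 note: potency is the fitted concentration of half-maximal effect; plate controls were DMSO vehicle for no effect and no enzyme for full effect; nearly all actives have a fitted effect of over 65% in size; many of its hits are not listed in these tables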
p53null 39C kill: kills p53 null cells at the nonpermissive temperature; AID 904; H1299 p53-null (neo) cells, 39C, ATPlite viability, 24 h; 0.97% of 55,000 active; Potency, µM (top dose mostly 46.1 µM), for the others: top-dose activity, negative = cell killing, usual class: cytotoxic;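 note: potency is the fitted concentration of half-maximal effect; 0% = DMSO only and -100% = full killing by 100 µM tamoxifen; nearly all actives have a fitted effect of over 50% in size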
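ATP-luminescence viability readout (ATPlite, 20 min RT) after 24 hr compound treatment at 39C of H1299-neo or H1299-p53A138V cells; titration up to 46 uM; normalized to DMSO and 100 uM tamoxifen; Hill-fit AC50.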
TSG101-PTAP inh: blocks PTAP binding to human TSG101, validation; 44,000 tested, under 10 active; Potency, µM (series often up to 115 µM), for inactives: top-dose activity change, negative = inhibition, most hits filed as inhibitors; Q99816; AID 1347069; Fluorescence polarization, FITC-PTAP peptide/Tsg101, 20 min; note: potency is the fitted concentration of half-maximal effect; 0% is about no effect
Target sequence (Q99816 whole entry, looked up): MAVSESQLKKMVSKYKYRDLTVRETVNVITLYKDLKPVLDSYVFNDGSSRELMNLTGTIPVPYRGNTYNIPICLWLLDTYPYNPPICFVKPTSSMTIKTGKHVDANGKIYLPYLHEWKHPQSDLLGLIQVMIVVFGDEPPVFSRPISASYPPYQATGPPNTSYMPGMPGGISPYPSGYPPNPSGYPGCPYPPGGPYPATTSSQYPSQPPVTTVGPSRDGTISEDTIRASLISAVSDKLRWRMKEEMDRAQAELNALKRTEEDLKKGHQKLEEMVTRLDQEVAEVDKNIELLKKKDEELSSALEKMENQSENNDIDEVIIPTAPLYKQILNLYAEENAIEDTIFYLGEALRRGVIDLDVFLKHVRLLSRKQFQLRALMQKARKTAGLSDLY
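Compounds pinned into 10 uM Tsg101 binding domain, then 50 nM FITC-PTAP peptide added in pH 7.5 HEPES buffer; FP read after 20 min, room temperature. Total S+P intensity flags fluorescent compounds; active cut-off <25 µM, efficacy <60%.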
p53null 32C tox: kills p53 null cells at the permissive temperature. 0.62% of 55,000 active. Potency, µM (titrated, usually from 46.1 µM), for inactives: at the highest dose activity change, negative = cytotoxicity, usual class: cytotoxic. H1299-neo p53 null cells, ATP luminescence, 24 h, 32C;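 note: potency is the fitted concentration of half-maximal effect; 0% = DMSO only and -100% = full killing by 100 µM tamoxifen; nearly all actives have a fitted effect of over 55% in size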
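Luminescent ATP readout gave cell viability of p53-null H1299-neo cells after a 24 h compound exposure at the permissive 32C. Titrations ran up to 46 uM, and AC50s were fitted with the standard Hill equation.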
B2AR arrestin ag: ADRB2 beta-arrestin recruitment; 44,000 tested, under 10 active; Potency, µM (doses to about 46.1 µM), for the others: at the highest dose activation, most hits filed as activators; HTLA Tango cells, beta-arrestin recruitment, luciferase luminescence, 18 h;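 note: potency is the fitted concentration of half-maximal effect; 0% = DMSO and full agonism = EC100 isoproterenol or metaproterenol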
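Tango cells (recombinant beta2-AR, beta-arrestin, tTA-driven luciferase), 1500/well in DMEM 1% FBS, treated 18 h at 37 °C with compounds up to 46 µM; luciferin mix added, luminescence read after 15 min; %activity curves fitted and curve-classed.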
GALK inh: inhibits human galactokinase. 44,000 tested, under 10 active. recombinant GALK, Kinase-Glo ATP luminescence, 1 h. Potency, µM (top dose mostly 57.5 µM), inactives show at the top dose activity, negative = inhibition, usual class: inhibitors. AID 1347072. P51570;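 note: plate controls were full GALK reaction for no effect and reaction lacking GALK for full effect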
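5 nM GALK; 35 uM ATP; 100 uM D-galactose; 20 mM HEPES pH 8.0, 5 mM MgCl2, 60 mM NaCl, 1 mM DTT, 0.01% BSA; 1 h RT; Kinase-Glo Plus luminescence.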
FH mod: Identification of activators of human fumarate hydratase by quantitative high-throughput screening. Fumarate hydratase, mitochondrial (Homo sapiens), P07954. 0.22% of 54,000 active. FH coupled MDH/diaphorase resazurin fluorescence, 15 min. Potency, µM (series often up to 79.9 µM), inactives show at the highest dose activity change, negative = inhibition, most hits filed as inhibitors. AID 1347055, 2019; note: potency is the fitted concentration of half-maximal effect; % is set by controls: 0 for no effect and ±100 for the full control effect; the screen sought activators but most active calls are inhibition curves; nearly all actives have a fitted effect of over 45% in size
Target sequence (P07954 whole entry, looked up): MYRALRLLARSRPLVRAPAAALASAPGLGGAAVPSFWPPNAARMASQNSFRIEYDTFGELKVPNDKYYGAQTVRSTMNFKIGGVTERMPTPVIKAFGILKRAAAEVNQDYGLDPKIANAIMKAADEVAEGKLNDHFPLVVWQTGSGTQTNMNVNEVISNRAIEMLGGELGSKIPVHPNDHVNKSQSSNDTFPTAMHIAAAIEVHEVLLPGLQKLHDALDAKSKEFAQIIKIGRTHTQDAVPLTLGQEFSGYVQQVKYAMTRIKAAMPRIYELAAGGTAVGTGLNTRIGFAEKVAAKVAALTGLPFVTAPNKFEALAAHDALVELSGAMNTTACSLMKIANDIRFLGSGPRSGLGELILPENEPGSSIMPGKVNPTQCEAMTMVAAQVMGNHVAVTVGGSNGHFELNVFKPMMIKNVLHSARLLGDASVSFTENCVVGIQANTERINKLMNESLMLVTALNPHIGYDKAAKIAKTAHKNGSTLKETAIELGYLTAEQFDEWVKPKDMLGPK
The depositor's hits bear a star; ? = inconclusive; / = no result given; [ ] = dose if it differs, or a comment. Calls come from the whole dose curve; as a rule, active = well fitted curve in the direction sought with a large enough effect; inconclusive = small, poorly fitted or top-dose-only effect, or another doubt; inactive = no such curve, though single readings can be large; an effect the other way counts as inactive or inconclusive. Only part of the results is shown; the hit share may differ from the screen's.

Every second line gives: NTMT1 inhibitor, p53null 39C kill, TSG101-PTAP inh, p53null 32C tox, B2AR arrestin ag, GALK inh, FH mod
CCOc1ccc(NC(=O)CSc2nnc3scc(-c4ccc(Cl)cc4)n23)cc1
    7%, -7%, 3%, -7%, 1%, -12%, -17%
CCOC(=O)Cn1c(=O)c2c(nc(N3CCOCC3)n2Cc2ccccc2)n(C)c1=O
    -1%, -19%, -5%, -1%, -1%, 2%, 5%
O=C(Nc1ccccc1)C1CCN(S(=O)(=O)c2ccc3[nH]c4c(c3c2)CCCCC4)CC1
    -5%, 1%, 0%, 13%, 2%, -2%, -18%
Cc1cc(C)cc(OCCOCCn2c(-c3ccc(Cl)cc3)nc3ccccc3c2=O)c1
    /, 19%, -3%, -2%, -2%, 0%, /
CCc1ccc(C(c2ccccc2)c2c[nH]c3ccc(C)cc23)s1 (stereo unspecified)
    -11%, 5%, 1%, ?, 0%, 8%, ?
Clc1cccc(N2CCN(c3nc4ccccc4c4nc(-c5ccccc5)nn34)CC2)c1
    9%, -10%, 2%, 2%, 1%, 6%, -5%
COc1ccc(N(CC(=O)N2CCN(c3ccc(F)cc3)CC2)S(=O)(=O)c2c(C)noc2C)cc1
    -4%, 6%, -3%, 3%, -2%, 8%, -26%
CCOC(=O)c1cc(-c2ccccc2)n(CC(=O)NC(C)c2ccccc2)c1C (stereo unspecified)
    10%, 9%, 3%, ?, 1%, 2%, 21%
CC1=C(C(=O)OC2CCCCCC2)C(c2c(Cl)cccc2Cl)CC(=O)N1 (stereo unspecified)
    10%, ?, -11%, 54%[activator], 0%, -2%, ?
CN(C(=O)Cn1ncc2c1-c1ccccc1OC2)c1ccc(Br)cc1
    9%, 7%, 1%, -1%, 0%, -3%, ?
CCc1ccc(S(=O)(=O)c2cn(C)c3cc(N4CCC(C)CC4)c(F)cc3c2=O)cc1
    -4%, 6%, 0%, -6%, 0%, 0%, -25%
Oc1c(C(c2ccc(Br)cc2)N2CCOCC2)sc2nc(-c3ccco3)nn12 (stereo unspecified)
    -4%, 13%, -5%, 1%, -3%, -3%, 2%
CCc1ccc(NS(=O)(=O)c2ccc(C(=O)N(C)C)s2)cc1
    1%, -1%, 1%, 1%, -1%, -3%, 7%
COc1ccc(Cl)cc1NC(=O)CCCn1c(=O)c2cccn2c2cccnc21
    15%, 2%, -1%, -1%, 2%, ?, -3%
COc1ccc(NC(=O)CCn2cccn2)cc1OC
    -17%, 10%, -3%, -18%, 0%, 2%, 1%
CCOc1cc(S(=O)(=O)NCCc2c(C)[nH]c3ccc(C)cc23)ccc1Br
    -26%, ?, 2%, -6%[9.22 µM], 1%, 9%, ?
COc1ccc(OC)c(NC(=O)CN2C(=O)COc3ccc(S(=O)(=O)NC4CCCC4)cc32)c1
    19%, 12%, 0%, 9%, 2%, -1%, -21%
CC1(C)CC(=O)c2cc(-c3nc(-c4ccccc4)cs3)c(=O)[nH]c2C1
    6%, 13%, 6%, -2%, 1%, 0%, 4%
CCC(Cc1ccccc1)NC(=O)Cn1nc(C)n2c(cc3occc32)c1=O (stereo unspecified)
    89µM*, -9%, 1%, 2%, 0%, 0%, -2%
Cc1cccc(NC(=O)C2CCN(S(=O)(=O)c3c(C)noc3/C=C/c3ccco3)CC2)c1C
    -7%, 3%, -7%, 7%, 0%, 4%, 2%
CCc1ccccc1NC(=O)c1ccc(CN2C(=O)CCn3nc(C)cc32)cc1
    3%, 35%[activator], -12%, -1%, 1%, -1%, 2%
COc1ccc2nc(N(Cc3cccnc3)C(=O)Cc3ccccc3)sc2c1
    5%, 30%, 48%[activator], 28%, 1%, 0%, ?
CC1CCc2c(sc3nnn(CC(=O)Nc4ccc(Cl)cc4)c(=O)c23)C1 (stereo unspecified)
    15%, 17%, 2%, -20%, 0%, -8%, -14%
Cc1ccc(NC(=O)n2ncc3c(C)cccc32)c(C)c1
    -7%, -7%, 0%, 2%, -3%, 3%, -3%
COc1ccc(CCNC(=O)CCn2c(=O)c3cccn3c3ccc(F)cc32)cc1OC
    -4%, -27%, -2%, 9%, -1%, 0%, -23%
Cc1ccc(C(=O)Nc2ccc(F)cc2)cc1S(=O)(=O)N1CCOCC1
    -2%, 21%, -3%, -3%, -1%, 0%, 2%
COc1ccc(Nc2ncc(C(=O)Nc3cccc(OC)c3)c3ccccc23)cc1
    11%, 0%, 2%, 6%, 1%, 8%, -32%
COc1ccc2c(c1)cc1c(=O)n(CC(=O)NC3CC3)nc(C)n12
    /, -18%, -2%, -2%, 0%, 6%, /
Cc1ccc(-n2c(=O)c3c4c(sc3n(Cc3cc(=O)n5cc(Cl)ccc5n3)c2=O)CCC4)cc1C
    1%, -12%, 9%, 9%, -2%, 0%, -8%
O=C(CSc1nccn1Cc1ccc(Cl)cc1)Nc1nc2ccccc2s1
    10%, 14µM*, 8%, 52%[activator], 0%, -5%, -22%
Cc1nc2ccc(S(=O)(=O)CCC(=O)Nc3ccccc3C)cc2s1
    11%, 4%, 2%, -6%, 0%, -8%, -6%
CC(C)c1nc2ccc(C(=O)NCc3ccc(F)cc3)cc2o1
    0%, -18%, -4%, -3%, -1%, 1%, -14%
CCOc1ccc(CCNC(=O)c2cc(Nc3ccc(C)cc3C)nc3ccccc23)cc1OCC
    -3%, 16%, 1%, 10%, 0%, 9%, -26%
COc1ccc(-n2ccn(CC(=O)NCCc3ccccc3)c(=O)c2=O)cc1OC
    -2%, 0%, 0%, 4%, 0%, 4%, -10%
Cc1cc(C)cc(OCCCn2c(-c3ccc(Cl)cc3)nc3ccccc3c2=O)c1
    /, 24%, -3%, -3%, 1%, 0%, /
COC(=O)c1ccc(Cl)cc1NC(=O)N1CC2CCCN2c2ccccc21 (stereo unspecified)
    -19%, 7%, -5%, 9%, -1%, -1%, -11%
CCCNC(=O)c1ccc(Cn2c(SCC(N)=O)nc3ccccc3c2=O)cc1
    ?, -10%, 2%, 3%, 0%, 0%, 5%
CCC(=O)N1CCc2cc(CNC(=O)c3ccccc3C)ccc21
    ?, -6%, 1%, -2%, -2%, -2%, -37%
CC(=O)N(Cc1cccnc1)c1nc2ccc(F)cc2s1
    -1%, -17%, -5%, -7%, -3%, -7%, -7%
COc1ccc(C(=O)COC(=O)c2cc(-c3ccccc3)nc3c(C)cccc23)cc1
    6%, -2%, -1%, -3%, 1%, 0%, 0%
CCOC(=O)c1cnc2c(ccc3ccccc32)c1Nc1ccc(OC)c(OC)c1
    -5%, 10%, -6%, 16%, -2%, 1%, ?
COc1ccc(NS(=O)(=O)c2cc3c(cc2C)NC(=O)CO3)c(OC)c1
    7%, -10%, 0%, -2%, -1%, -8%, -10%
COc1ccc(N2CC(NC(=O)COc3ccccc3)CC2=O)cc1OC (stereo unspecified)
    -3%, 12%, -3%, 4%, -2%, -10%, 3%
COc1ccc(NC(=O)c2cc(CN3CCCC3)on2)cc1Cl
    -4%, -23%, -1%, -17%, 6%, 1%, -4%
CCOC(=O)c1cccc(NC(=O)CCCn2nc(C)c3c(C)n(-c4ccccc4)nc3c2=O)c1
    -2%, 10%, -3%, 0%, 0%, -1%, 1%
CC(C)(C)C1CCc2c(sc(NC(=O)c3noc4c3CCCC4)c2C#N)C1 (stereo unspecified)
    /, -4%, 1%, -2%, -1%, 0%, /
Cc1cc(S(=O)(=O)Nc2cc3c(cc2N2CCOCC2)n(C)c(=O)c(=O)n3C)ccc1F
    6%, -11%, -6%, -2%, 1%, 0%, -18%
COc1cc(-c2noc(C3CC(=O)N(c4ccc5c(c4)OCCO5)C3)n2)cc(OC)c1OC (stereo unspecified)
    -13%, 11%, 2%, 13%, 1%, 2%, -8%
CNC(=O)c1ccc(NC(=O)c2nsc3ccccc23)cc1
    40µM*, 5µM*, -4%, 6.3µM*, -4%, 4%, -8%
Cc1cc(C(F)F)n2nc(C(=O)Nc3ccc(F)c(Cl)c3)nc2n1
    0%, -13%, 3%, -7%, 0%, 2%, -24%

In the list so far, these contain a furan ring, fused or not:
Every second line gives: NTMT1 inhibitor, p53null 39C kill, TSG101-PTAP inh, p53null 32C tox, B2AR arrestin ag, GALK inh, FH mod
Oc1c(C(c2ccc(Br)cc2)N2CCOCC2)sc2nc(-c3ccco3)nn12 (stereo unspecified)
    -4%, 13%, -5%, 1%, -3%, -3%, 2%
CCC(Cc1ccccc1)NC(=O)Cn1nc(C)n2c(cc3occc32)c1=O (stereo unspecified)
    89µM*, -9%, 1%, 2%, 0%, 0%, -2%
Cc1cccc(NC(=O)C2CCN(S(=O)(=O)c3c(C)noc3/C=C/c3ccco3)CC2)c1C
    -7%, 3%, -7%, 7%, 0%, 4%, 2%

Further compounds
Every second line gives: NTMT1 inhibitor, p53null 39C kill, TSG101-PTAP inh, p53null 32C tox, B2AR arrestin ag, GALK inh, FH mod
COc1cccc2c1Oc1ncccc1N(C(=O)CCC(=O)NCc1ccc(C)cc1)C2
    -12%, -8%, -10%, -1%, -1%, 0%, 3%
O=S(=O)(c1ccc(Cl)cc1)c1nc(-c2ccccc2F)oc1NCc1ccccc1
    19%, 15%, -2%, 3%, 0%, 4%, -18%
COc1ccccc1OCC(=O)N(Cc1ccco1)Cc1ccccc1F
    9%, 1%, -6%, -2%, -1%, 4%, -15%
CCOc1ccc(C2c3[nH]c4ccccc4c3CCN2C(=O)CSc2ccccc2)cc1 (stereo unspecified)
    4%, 12%, -17%, ?, -1%, 0%, -18%
COc1ccccc1N1CCN(C(=O)CN2C(=O)COc3ccc(S(=O)(=O)N4CCCC4)cc32)CC1
    -2%, 15%, 0%, 2%, -1%, 6%, -27%
CCC1CCc2nc3sc(C(=O)Nc4ccc(C)cc4)c(N)c3cc2C1 (stereo unspecified)
    10%, 13%, 2%, -2%, 1%, 1%, 1%
CCC1CN(C(=O)N2CCC(C(=O)NCCCc3ccccc3)CC2)c2cc(C)ccc2O1 (stereo unspecified)
    0%, -11%, 3%, 15%, -1%, 0%, -17%
CCN(CC)c1nn2c(=O)c(C(=O)NCCc3cccc(C)c3)cnc2s1
    -3%, -11%, -8%, -3%, 2%, -1%, -2%
Cc1ccc2nc(N(Cc3cccnc3)C(=O)c3ccc4c(c3)OCCO4)sc2c1
    14%, -11%, -1%, -2%, 0%, 0%, 2%
CCN(CC)S(=O)(=O)c1ccc2c(c1)N(CC(=O)Nc1ccc(F)cc1)C(=O)CO2
    5%, -2%, -2%, -1%, 0%, -12%, -6%
CC(=O)Nc1ccc(S(=O)(=O)N2CCC(c3nnc(-c4ccc(C)cc4)o3)CC2)cc1
    -9%, -8%, -4%, -4%, 0%, 6%, -25%
